VLA-4 inh – inhibition in a human VLA-4 binding assay; AID 2557; inhibition, % (about 7 µM as worked out from the volumes in the protocol); hit rate 0.2% among 330,000; P13612; VLA-4 expressing cells, ligand binding flow cytometry; in the data active = inhibition above about 50%
CTSL1 counter – blocks F. hepatica cathepsin L1 in PFM18AAP counter-screen; recombinant F. hepatica cathepsin L1, Z-Leu-Arg-MCA fluorescence; inhibition, % at 5.96 µM; hit rate 0.49% among 300,000;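 active = inhibition above the mean of all tested compounds plus 3 SD, set per screening campaign, cut at about 17% in these data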;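 note: 0% = plate median of test compound wells and 100% = 1 µM Z-Phe-Ala-diazomethylketone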
core dimer inh – HCV core protein dimerization inhibition; inhibition, % at 5 µM; hit rate 0.33% among 300,000; AID 1899; TR-FRET GST/Flag-core106 dimerization, 1536-well;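 active = inhibition above the mean of all tested compounds plus 3 SD, set per screening campaign, cut at about 45% in these data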
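Assay system: tagged HCV core106 pair (GST and Flag); medium: KF-containing HEPES buffer, pH 7.45, DTT, CHAPS, BSA; also added: Eu donor and XL665 acceptor anti-tag antibodies; dosing: 5 µM single dose; timing: compound-protein-antibody incubation 4 h at 22.5 °C; signal: TR-FRET 671 and 617 nm emission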
GASC-1 inh – inhibitors of human GASC-1 (JMJD2C) demethylase | Q9H3R0 | GST-JMJD2C(1-420) H3K9me3 demethylation, DELFIA europium | inhibition, % at 2.35 µM | hit rate 0.069% among 330,000 | AID 2099;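 active = more than half of a compound's replicate wells show inhibition beyond 50%, single wells judged on their own value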;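 note: signal counts dimethyl H3K9 product captured on neutravidin plate; 0% = median of DMSO wells and 100% = 0.3 times that DMSO median; strong numbers were not always called active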
Target sequence (Q9H3R0 1-420 limits assumed): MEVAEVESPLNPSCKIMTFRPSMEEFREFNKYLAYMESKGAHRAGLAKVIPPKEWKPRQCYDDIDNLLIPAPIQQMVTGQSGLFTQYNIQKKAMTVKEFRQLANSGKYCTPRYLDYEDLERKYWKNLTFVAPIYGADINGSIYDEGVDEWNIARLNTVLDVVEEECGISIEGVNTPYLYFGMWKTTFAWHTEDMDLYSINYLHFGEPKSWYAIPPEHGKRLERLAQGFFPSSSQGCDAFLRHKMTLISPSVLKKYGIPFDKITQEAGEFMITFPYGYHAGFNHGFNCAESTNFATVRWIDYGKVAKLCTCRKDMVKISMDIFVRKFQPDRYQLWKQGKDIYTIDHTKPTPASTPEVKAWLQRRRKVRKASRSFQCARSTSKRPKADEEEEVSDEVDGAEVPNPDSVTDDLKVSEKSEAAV
PP5 inh – inhibitors of human protein phosphatase 5 (PP5); purified PP5c, OMFP substrate fluorescence; hit rate 0.18% among 320,000; inhibition, % at 6.7 µM; P53041;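 active = inhibition above the campaign's mean inhibition across all tested compounds plus 3 SD, cut at about 9.5% in these data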;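 note: 0% = DMSO only and 100% = 100 µM cantharidin control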
PP1 inh – blocks human PP1-alpha phosphatase, a PP5 counter-screen; purified PP1alpha, OMFP fluorescence; AID 2235; inhibition, % at 6.7 µM; hit rate 0.9% among 320,000; P62136;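 active = inhibition above the mean inhibition of all tested compounds plus 3 SD, computed separately for each screening campaign, cut at about 15% in these data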
GRK2 inh – inhibitors of human GRK2 displacing RNA aptamer. bead flow cytometry, FAM-aptamer displacement from GRK2. hit rate 0.59% among 330,000. inhibition of aptamer binding, % at 10 µM. AID 488847. P25098;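 active = inhibition of aptamer binding above 40%, roughly 3 SD of noise, on plates passing a quality check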;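 note: median bead fluorescence of bound FAM aptamer so fluorescent compounds give negative values; no value below 0 was filed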
Target sequence (P25098 whole entry, looked up): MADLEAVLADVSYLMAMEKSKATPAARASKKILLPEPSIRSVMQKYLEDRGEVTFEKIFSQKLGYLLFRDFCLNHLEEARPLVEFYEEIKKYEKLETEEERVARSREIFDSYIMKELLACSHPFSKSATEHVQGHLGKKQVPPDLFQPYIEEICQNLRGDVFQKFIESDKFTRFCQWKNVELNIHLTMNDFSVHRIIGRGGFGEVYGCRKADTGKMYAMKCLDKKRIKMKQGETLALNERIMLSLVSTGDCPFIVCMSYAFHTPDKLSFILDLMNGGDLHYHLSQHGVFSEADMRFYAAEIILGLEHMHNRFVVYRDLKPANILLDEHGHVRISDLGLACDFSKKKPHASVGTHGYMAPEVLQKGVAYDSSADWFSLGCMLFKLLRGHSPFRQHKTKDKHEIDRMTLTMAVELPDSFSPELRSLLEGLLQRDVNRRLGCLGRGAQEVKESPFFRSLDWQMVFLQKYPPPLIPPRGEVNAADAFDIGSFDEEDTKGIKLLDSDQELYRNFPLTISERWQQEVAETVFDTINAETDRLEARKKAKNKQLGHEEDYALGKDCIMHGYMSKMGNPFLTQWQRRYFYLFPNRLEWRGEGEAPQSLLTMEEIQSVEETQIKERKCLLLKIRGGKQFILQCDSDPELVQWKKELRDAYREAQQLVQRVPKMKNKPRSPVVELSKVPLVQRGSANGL
procasp7 counter – counter-screen: procaspase-7 (human) activation. P55210. recombinant procaspase-7, Ac-DEVD-pNA absorbance 405 nm; D23A/D198A/D206A triple mutant, cannot self-cleave; scale: DMSO 0, 5 µM enzyme 100. activation, % at 8.5 µM. hit rate 0.093% among 330,000. AID 463210;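 active = percent activation above the screen-wide mean plus 3 SD, cut at about 25% in these data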
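Material: Procaspase-7 triple mutant (PC-7 D3A) | Quantity: 2 µM procaspase-7 mutant as dispensed | Reagent: DEVD-pNA substrate | Times: 1 h preincubation, 2 h reaction | Technique: 405 nm absorbance of p-nitroaniline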
procasp3 activ – activates human procaspase-3; activation, % at 8.5 µM; hit rate 0.11% among 330,000; recombinant procaspase-3 D3A, Ac-DEVD-pNA absorbance 405 nm;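 active = activation above the mean of all tested compounds plus 3 SD, cut at about 21% in these data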;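 note: 0% = DMSO alone and 100% = DMSO wells spiked with extra 5 µM PC-3 D3A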
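Technique: 405 nm absorbance of p-nitroaniline, reads at 0 and 120 min; Test system: Procaspase-3 D3A mutant; Incubation: 1 h enzyme-compound preincubation, then 2 h substrate reaction, 25 °C; Repeats: singlicate, each compound tested once; Benchmarks: low control DMSO wells, high control DMSO plus 5 µM PC-3 D3A.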
Starred values were filed as active, the others as inactive; · = not tested or not shown; & = joins results of further samples. The order is random; about 2.6% have a hit in one of these screens.

A first look, 2 compounds:
SMILES	VLA-4 inh	CTSL1 counter	core dimer inh	GASC-1 inh	PP5 inh	PP1 inh	GRK2 inh	procasp7 counter	procasp3 activ
O=C1N(Cc2cccnc2)C[C@@H]2C[C@@H](c3cccc(Oc4ccccc4)c3)N3CCC[C@@]123	1	5	7	1	-0.7	0	0	6	0
CCOC(=O)c1c(C)[nH]c(C(=O)OCC(=O)N2c3ccccc3CC2C)c1C (configuration not stated)	28	0	11	1	4.4	3	1	12	-3

The listing, from the start:
SMILES	VLA-4 inh	CTSL1 counter	core dimer inh	GASC-1 inh	PP5 inh	PP1 inh	GRK2 inh	procasp7 counter	procasp3 activ
O=C1N(Cc2cccnc2)C[C@@H]2C[C@@H](c3cccc(Oc4ccccc4)c3)N3CCC[C@@]123	1	5	7	1	-0.7	0	0	6	0
CCOC(=O)c1c(C)[nH]c(C(=O)OCC(=O)N2c3ccccc3CC2C)c1C (configuration not stated)	28	0	11	1	4.4	3	1	12	-3
COc1cccc(CNC(=O)CCc2nnc3ccc(NCCCN4CCCC4=O)nn23)c1	15	-3	-9	-4	1.7	-4	0	4	-1
CCN1CCN(C(=O)c2ccc(Cl)c(S(=O)(=O)N(C)c3ccccc3)c2)CC1	7	·	·	4	2.0	-4	0	-12	5
C[C@H](CO)N1C[C@H](C)[C@@H](CN(C)Cc2ccc(-c3ccccc3)cc2)Oc2ccc(NC(=O)Cn3cnnn3)cc2C1=O	18	·	·	·	·	·	0	13	3
CCN(CC(=O)NC(=O)NCc1ccco1)Cc1nc2ccccc2c(=O)[nH]1	4	0	2	-6	-1.5	0	9	-3	-3
COc1ccc(OCc2cc(C(=O)NC3CCOCC3)no2)c2ccccc12	3	2	0	1	1.8	1	0	8	7
CCC(C)N=C1CC(C)(C)CC(=O)/C1=C(/O)Cc1ccccc1 (configuration not stated)	3	-1	-3	5	3.1	-5	1	9	3
CN(C)c1cccc(C(=O)n2cc(C(=O)c3cc(F)ccc3O)cn2)c1	5	2	17	15	1.5	-1	9	-2	-3
CCC1(CC)Cc2ccccc2C(=C(C#N)C#N)N1	9	3	1	11	4.4	-4	4	5	7
CCOC(=O)c1[nH]cnc1C(=O)Nc1cccc(OC)c1	9	-4	1	-2	-0.7	-4	0	-8	0
CCc1ccc(NC(=O)NCCCN2CCCC2=O)cc1	-7	-1	-3	18	-2.5	-3	0	-9	6
Cc1[nH]n(-c2ccccc2)c(=O)c1N=Nc1ccccc1	14	3	-1	36	5.2	5	0	-3	-1
O=c1ccc2cc(S(=O)(=O)N3CCN(c4ccccc4)CC3)ccc2[nH]1	0	-4	16	1	2.4	6	6	-1	7
O=C(CN(Cc1ccccc1)S(=O)(=O)c1ccc2c(c1)OCCO2)N/N=C/c1ccc(F)cc1	16	2	12	-5	4.8	4	0	9	8
O=C(O)C(c1ccccc1)C1(O)CCCCC1 (configuration not stated)	-2	-10	2	1	2.8	-4	4	10	1
COc1ccccc1NS(=O)(=O)c1cccc(NC(=O)c2nn(C)c(=O)c3ccccc23)c1	5	·	·	-1	6.0	0	5	-12	4
CCNC(=S)NNC(=O)Cc1ccccc1	95*	-3	-5	-1	-2.3	4	4	-9	-5
OC1(c2cccs2)CN(c2ccc(Cl)cc2)C2=[N+]1CCCS2 (configuration not stated)	0	2	-1	3	0.4	5	2	-11	1
COCCn1c(C)cc(C(=O)COC(=O)CCc2ccc(S(=O)(=O)N3CCOCC3)cc2)c1C	1	1	-2	-15&-5	0.0	0	0	-7	-2

Profiles from above:
Shown for COc1cccc(CNC(=O)CCc2nnc3ccc(NCCCN4CCCC4=O)nn23)c1 = VLA-4 inh: 15; CTSL1 counter: -3; core dimer inh: -9; GASC-1 inh: -4; PP5 inh: 1.7; PP1 inh: -4; GRK2 inh: 0; procasp7 counter: 4; procasp3 activ: -1
Shown for OC1(c2cccs2)CN(c2ccc(Cl)cc2)C2=[N+]1CCCS2 (configuration not stated) = VLA-4 inh: 0; CTSL1 counter: 2; core dimer inh: -1; GASC-1 inh: 3; PP5 inh: 0.4; PP1 inh: 5; GRK2 inh: 2; procasp7 counter: -11; procasp3 activ: 1
Shown for COc1ccc(OCc2cc(C(=O)NC3CCOCC3)no2)c2ccccc12 = VLA-4 inh: 3; CTSL1 counter: 2; core dimer inh: 0; GASC-1 inh: 1; PP5 inh: 1.8; PP1 inh: 1; GRK2 inh: 0; procasp7 counter: 8; procasp3 activ: 7

Carrying on:
SMILES	VLA-4 inh	CTSL1 counter	core dimer inh	GASC-1 inh	PP5 inh	PP1 inh	GRK2 inh	procasp7 counter	procasp3 activ
O=C(CN1CCCCC1)NC(=O)NC1CCCC1	7	-3	9	12	1.7	1	0	-14	9
CCN(CC)S(=O)(=O)c1cccc(NC(=O)C2CC(=O)N(c3ccc4c(c3)OCCO4)C2)c1 (configuration not stated)	-7	-4	7	60	-3.5	-4	1	2	3
Cc1ccc(C(=O)OCCn2cc(C#N)c(=O)[nH]c2=O)cc1	0	-3	2	-20	-0.1	-1	1	-8	-4
O=c1/c(=C\c2cc([N+](=O)[O-])cc([N+](=O)[O-])c2O)sc2nc3ccccc3n12	-10	4	13	·	0.2	18*	3	-33	-15
Cc1ccc(-n2nc(C)c(NC(=O)COC(=O)c3ccccc3NCCO)c2C)cc1	3	3	1	5	0.1	-1	5	-2	5
CCCCCn1c(S(=O)(=O)O)nc2ccccc21	-2	-1	-4	2	2.4	-1	0	12	-6
CC(NC(=O)CN(C)CC(=O)Nc1ccc(Cl)c(C(F)(F)F)c1)c1ccccc1 (configuration not stated)	3	0	-6	-9	3.2	4	0	1	-4
CC1CCCC(C)N1CC(O)COCc1ccccc1 (configuration not stated)	1	-2	3	11	-2.9	-4	0	10	2
CCc1cc(OCCCCNCc2ccccc2)ccc1Cl	0	0	-11	5	0.7	8	9	6	1
CCC/C(=N/NC(=O)c1ccc2c(c1)OCO2)c1cccs1	-8	0	8	3	0.1	-2	0	-11	-6
Cc1ccccc1N1CC(C(=O)N2CC(C)CC(C)C2)CC1=O (configuration not stated)	-5	5	-3	-26	0.9	-2	2	-5	0
O=C(O)C1=C[C@@H](c2csc3ccccc23)C[C@@H](OCCCCO)O1	·	-1	0	-4	3.0	2	·	-1	1
CCOc1c(/C=C(\C#N)C(N)=O)c2ccccc2n1CC	2	7	-7	6	2.0	1	0	5	0
O=C(NCc1ccccc1)c1ccc(Cn2cc(C(F)(F)F)ccc2=O)cc1	1	1	-2	-5	0.0	2	0	3	1
CCOC(=O)C1(Cc2cccc(OC)c2)CCN(Cc2cccc(O)c2)CC1	-2	2	1	8	-2.4	-2	3	7	6
Cc1ccc2c(c1)NC(=O)C(CC(=O)NCCCN1CCN(c3cc(Cl)ccc3C)CC1)O2 (configuration not stated)	-5	3	4	-10&2	3.6	-3	0	-6	3
O=C(O)c1ccc2ccc3ccccc3c2c1	3	-2	-6	-4	-2.1	-1	1	-4	15
CCOc1cc(C(=O)Nc2nnc(S(=O)(=O)N3CCOCC3)s2)cc(OCC)c1OCC	8	0	15	-10	0.6	-4	3	0	1
CCC1C(=O)NCCN1C(=O)c1ccc2nc(Cc3ccc(OC)cc3)oc2c1 (configuration not stated)	8	12	-4	-2	-2.4	2	0	6	5
CCCCC/C=C\C/C=C\C/C=C\C/C=C\CCCC(=O)O	-14	22*	27	·	0.1	-3	0	-2	0
Cc1nn(Cc2ccc(C(=O)Nc3ccc(C(=O)OC(C)C)cc3)o2)c(C)c1Cl	8	0	13	7	4.5	3	0	-6	2
O=C(Nc1ccc(N2CCOCC2)nc1)c1ccccc1Cl	1	2	-1	10	0.0	0	0	0	-4
Cc1cccc(NCc2nc(SCC(N)=O)n[nH]2)c1	11	0	-2	8	1.8	-4	1	-6	3
CCN(CC)CCNC(=O)Cn1ncc2ccccc2c1=O	3	0	-10	0	2.0	-6	27	6	7
O=C1c2ccccc2-c2cccc(C(=O)N3CCCCC3)c21	2	-2	0	-7	-3.6	-2	0	8	-4
Oc1ccccc1OCC(O)c1ccccc1 (configuration not stated)	-1	0	-14	·	1.5	-1	0	-3	-8
CNC(=S)Nc1ccc(C)cc1	-8	-15	-5	-13	2.2	-10	2	-2	1
O=C(NNC(=O)c1ccccc1[N+](=O)[O-])c1ccc(NS(=O)(=O)c2cccs2)cc1	8	0	-1	0	2.9	-5	0	0	6
O=C(CSc1cn(Cc2cccc(F)c2)c2ccccc12)NCc1ccc(F)cc1	-5	2	0	1	0.3	-6	3	4	6
COc1cc(SC)ccc1C(=O)Nc1cccc(S(=O)(=O)NC2=NCCC2)c1	-7	·	·	-1	0.9	2	0	-5	-9
COc1cc(/C=N/NC(=O)CNc2n[nH]c(=O)[nH]c2=O)ccc1OCc1ccccc1	-3	4	-1	0	1.4	-1	1	16	-3
Cc1cccc2cc(/C=C3\N=C(c4ccccc4)OC3=O)c(N3CCOCC3)nc12	13	1	36	6	2.8	1	2	2	5
Cc1cccc(NS(=O)(=O)c2ccc(C3CCCCC3)cc2)c1	11	3	14	15	5.0	6	0	8	2
c1ccc(Nc2nc3ccccc3o2)cc1	0	-4	0	1	3.5	5	0	1	-12
Cc1ccc(NC(=O)c2ccc3nc[nH]c3c2)c(O)c1	5	2	0	13	-3.1	-2	0	-6	1
N#Cc1c(N)n[nH]c1CCCN	1	-1	1	-6	1.4	-4	0	7	-4
COc1ccc(N2CCN(S(=O)(=O)c3ccc4c(c3)NC(=O)CS4)CC2)cc1	1	0	13	17	1.9	0	0	-6	9
C[C@H](NC(=O)c1ccccc1)C(=O)N1CCC2(CC1)NCCc1[nH]cnc12	14	-4	2	10	1.6	-3	2	-2	0
Cn1cccc1/C=N/NC(=O)CSc1nc2ccccc2[nH]1	-2	-5	-1	0	-1.8	-2	0	-2	-4
CCCC(=O)N1CCN(c2ccc(NC(=O)c3sc4ccccc4c3Cl)cc2)CC1	0	4	0	3	1.4	16*	1	7	0
Fc1ccc(NC(=S)NNc2ncc(C(F)(F)F)cc2Cl)c(F)c1	-6	0	3	-1	2.5	0	0	-8	5
CCc1nc(SCc2ccc(C(=O)OC)o2)c2c(=O)n(C)c(=O)n(C)c2n1	0	-2	7	2	4.2	-4	0	5	-1
Cc1c(Cl)cccc1NC(=O)C1NC(=O)CC1c1ccccc1 (configuration not stated)	-1	1	-7	5	0.4	-6	0	9	8
Cc1csc(NC(=O)c2cc(C)oc2C)n1	2	-2	-5	3	2.1	0	4	5	4
O=C(NCc1ccon1)C1CCC(=O)N(Cc2cccc(C(F)(F)F)c2)C1 (configuration not stated)	-4	0	-20	-4	0.3	-3	0	1	-1
Cc1csc(NC(=O)CSc2ncnc3ccccc23)n1	19	2	9	-6	-0.9	-1	0	3	-4
CCC(CC)c1nnc(NC(=O)CSCC(=O)Nc2cc(C)on2)s1	7	1	1	3	-1.3	-8	2	-2	-1
Cc1ccc(C2(C)NC(=O)N(CC(=O)N3CCN(S(=O)(=O)c4ccc(Cl)s4)CC3)C2=O)cc1 (configuration not stated)	1	3	3	-4	1.4	2	3	2	0
Cc1cccc(C(=O)O/N=C(\N)c2ccc(Cl)cc2)c1	10	1	-2	-9	2.9	0	11	16	17
CN1CCCC(OC(=O)c2ccccc2F)C1 (configuration not stated)	7	-3	0	23	1.3	6	2	6	-8
CCC(CC)NCc1ccc(OC)cc1OC	-1	3	-3	7	1.7	1	0	5	-1
